12-LOX inh = inhibitors of human 12S-lipoxygenase ALOX12; P18054; purified 12hLO, xylenol orange hydroperoxide absorbance; Potency, µM (highest dose often 108 µM), for inactives: top-dose activity change, negative = inhibition, usual class: inhibitors; 580,000 compounds, 1.1% hits; active means well fitted inhibition curve with a large enough effect; inconclusive means small, poorly fitted or top-dose-only effect, or another doubt; inactive means no such curve, though single readings can be large or run the other way
Target sequence (P18054 whole entry, looked up): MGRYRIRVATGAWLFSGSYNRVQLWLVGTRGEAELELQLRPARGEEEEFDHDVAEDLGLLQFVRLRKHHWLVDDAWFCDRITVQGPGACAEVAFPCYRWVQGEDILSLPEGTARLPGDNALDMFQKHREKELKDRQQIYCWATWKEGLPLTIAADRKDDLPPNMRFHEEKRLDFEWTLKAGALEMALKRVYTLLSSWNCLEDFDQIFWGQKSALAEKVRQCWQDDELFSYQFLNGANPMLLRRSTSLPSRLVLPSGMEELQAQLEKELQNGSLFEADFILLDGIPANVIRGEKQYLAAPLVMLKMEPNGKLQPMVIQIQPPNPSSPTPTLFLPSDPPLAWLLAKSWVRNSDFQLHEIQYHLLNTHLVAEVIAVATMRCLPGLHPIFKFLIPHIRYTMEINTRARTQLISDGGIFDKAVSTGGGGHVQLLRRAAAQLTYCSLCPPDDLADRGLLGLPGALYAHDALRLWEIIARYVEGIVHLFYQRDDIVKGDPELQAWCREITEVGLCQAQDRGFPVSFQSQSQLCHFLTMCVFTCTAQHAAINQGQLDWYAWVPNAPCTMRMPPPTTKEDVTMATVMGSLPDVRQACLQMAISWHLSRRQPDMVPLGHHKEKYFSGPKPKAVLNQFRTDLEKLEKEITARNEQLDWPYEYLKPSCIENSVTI
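Hydroperoxide product was detected by ferrous iron/xylenol orange as the 573 to 405 nm absorbance ratio. Arachidonic acid at 40 uM (final) was turned over for 30 min at room temperature by 150 nM human 12hLO, pH 7.0 Hepes buffer, after 15 min compound preincubation.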
Active calls of the source: *; ? = inconclusive; [ ] = remark or other dose. On the % scale 0 is the no-effect control and ±100 the full control effect; potency means the concentration at half of the fitted maximal effect. An excerpt; rates above refer to the full screens.

nr	12-LOX inh	structure
1	5.0%	Cn1c(=O)c2c(ncn2CC(=O)Nc2ccc(C(C)(C)C)cc2)n(C)c1=O
2	?	CCNC(=S)Nc1cccc(Cl)c1Cl
3	?	CC(C)c1ccc(-c2csc(Nc3ccc(C(=O)O)c(O)c3)n2)cc1
4	14.7%	O=C1CCCN1CCCN1C(=O)[C@H]2CNC[C@H]2C1=O
5	-6.9%	Cc1cccc(NC(=O)Cn2ccn3nc(-c4ccccc4)c(CO)c3c2=O)c1
6	?	Cc1cc(=O)n(CC(=O)Nc2cccc(C(F)(F)F)c2)c(N2CCC(C)CC2)n1
7	83.4%[activator][176 µM]	c1ccc(Oc2nccn3c(-c4ccc(CNCc5ccn[nH]5)cc4)cnc23)cc1
8	10.3%	Cc1cc(C(=O)Nc2ccccc2-c2nc(CNC(=O)c3ccccc3Cl)c(C)o2)c(C)o1
9	14.3%	O=C(CSc1nnc(-c2ccc(S(=O)(=O)N3CCCCCC3)cc2)o1)c1ccccc1
10	-2.6%	O=C(O)C#CC12CC3CC(CC(C3)C1)C2
11	-10.7%	COc1cc(-c2nnc(-c3cccc4ccccc34)o2)cc(OC)c1OC
12	-13.0%	N#Cc1ccccc1OCc1cccc(C(N)=O)c1
13	18.5%	O=C1NCCCCCCN(C(=O)Nc2ccccc2)[C@H]2C[C@H](c3nc(-c4cccnc4)no3)C[C@@H]12
14	20.0%	CC1CCN(C(=O)c2cc3c(s2)CCC(C(=O)O)C3)CC1 (stereo not given)
15	14.7%[176 µM]	COc1ccc(CC(=O)N2CC[C@H]3CC(=O)N(Cc4ccccc4)CC[C@H]3C2)cc1
16	?	CCC1(C2CCN(Cc3c(C)[nH]c4ccccc34)CC2)NC(=O)N(Cc2ccc3c(c2)OCO3)C1=O (stereo not given)
17	-17.9%[176 µM]	CN1CCN(C(=O)CC[C@@H]2CNC(=O)[C@@H]3C[C@H](NC(=O)Nc4ccccc4)CN23)CC1
18	-26.7%	Cc1ccc(S(=O)(=O)N2C[C@H]3[C@H]4C(=O)N(Cc5ccccc5)C(=O)[C@H]4CC(=O)[C@H]3[C@@H]2c2ccccc2F)cc1
19	-20.0%	COc1ccc(/C=C/c2nc(C#N)c(N(C)C)o2)cc1OC
20	6.3%	COc1ccc(-c2nc(C#N)c(N3CCCCC3)o2)cc1OC
21	43.7%[activator]	O=C(CCCc1ccccc1)N1CCCCCC1c1nc(C2CC2)no1 (stereo not given)
22	-4.4%	COc1ccc(Cn2c3c(c(=O)n2Cc2ccccc2)CCN(C(=O)CCc2cccnc2)C3)cc1
23	-9.1%	O=C(Nc1ccc2nc[nH]c(=O)c2c1)c1ccc(F)cc1F
24	1.4%	Cc1cc(C)n(Cc2cccc(C(=O)N3Cc4ccccc4C(O)C3)c2)n1 (stereo not given)
25	7.8%	Cc1nc2ccc(C(=O)N3CCOC(C)C3)cc2nc1C (stereo not given)
26	-10.3%	CC(C)CNC(=O)NC(=O)CSC1=Nc2ccccc2CS1
27	33.5%[activator][176 µM]	O=C(N[C@@H]1CNCCC[C@H]1O)c1ccc(OCCN2CCCC2)cc1
28	-2.9%[6.33 µM]	Cc1ccc(CN2CCC3(Cc4ccccc4CNC3=O)C2)cc1C (stereo not given)
29	7.2%	CCc1ccc(-c2nc(SCc3nc4cc(S(=O)(=O)N(C)C)ccc4n3CC)n[nH]2)cc1
30	44.4%[activator]	COc1ccc(CNC(=O)N2CCC3(CC2)CC(OC)CCO3)cc1 (stereo not given)
31	-8.9%	O=C1NC[C@H](CC2CCCCC2)N(CCc2cccc3ccccc23)C1=O
32	12.6µM*	S=c1nccc(-c2ccccc2)[nH]1
33	?	N#Cc1ccccc1Sc1ccccc1C(=O)OCC(=O)Nc1ccc(N2CCOCC2)cc1
34	?	O=C(NCc1cccc(F)c1)c1ccc(CN2C(=O)CSc3ncccc32)cc1
35	12.8%[176 µM]	COc1ccc(CN2CCOC[C@H](OCC(=O)N(C)C)C2)cc1
36	17.3%[176 µM]	CCCCCCCCCCCCC
37	-4.5%	O=C(CC1CCCC1)NC12CC3CC(CC(C3)C1)C2
38	?	CCc1cccc2c(C(=O)CSc3nnnn3C3CCCC3)c[nH]c12
39	14.3%	Cc1cc(C(=O)Nc2ccc(C(O)[C@H]3COCC(=O)N3Cc3ccc(C(F)(F)F)cc3)cc2)n(C)n1 (stereo not given in full)
40	-28.4%	Cc1ccc(-c2csc(C(O)c3ccc(F)c(F)c3)n2)cc1C (stereo not given)
41	?	Cc1cc(C)c(/C=C/C(=O)c2cccnc2)cc1C
42	-29.8%	O=C(Nc1ccc2c(c1)OCCCO2)c1ccc(SCc2cscn2)cc1
43	-4.4%	CC1CCC(NC(=O)c2ccccc2S(C)(=O)=O)CC1 (stereo not given)
44	30.5%[activator][176 µM]	CN(Cc1ccc(-c2ccccc2)cc1)C(=O)c1ccc(Cl)nc1
45	22.4%	COc1ccccc1C(=O)NC1CC1

The list goes on; the last 2 above are carried over.
nr	12-LOX inh	structure
44	30.5%[activator][176 µM]	CN(Cc1ccc(-c2ccccc2)cc1)C(=O)c1ccc(Cl)nc1
45	22.4%	COc1ccccc1C(=O)NC1CC1
46	34.2%[activator]	COc1ccc(-c2nc(CN3CCC(F)(F)CC3)c(C)o2)c(OC)c1C
47	47.4%[activator]	CCS(=O)(=O)N(C1CC1)C1CCOC2(CCN(C(=O)c3cccc(F)c3)CC2)C1 (stereo not given)
48	2.24µM*	Fc1ccc(/C=N/Nc2ccc(F)cc2)cc1
49	2.5%	COc1ccc(CNC(=O)CN2C(=O)C(c3ccccc3)=NC23CCCC3)cc1OC
50	-16.2%	CN(C)c1cc(CNC(=O)Nc2nnc(C3CC3)s2)ccn1
51	5.7%	CCOc1ccc(NC(=O)C(C)Oc2ccc(F)cc2)c2cccnc12 (stereo not given)
52	-10.4%	O=C(NCCn1c(=O)c(=O)[nH]c2ccccc21)C1CC(=O)N(c2n[nH]c3ccccc23)C1 (stereo not given)
53	-16.7%	O=c1c2c3c(sc2n(CCN2CCOCC2)c(=O)n1C1CCCCC1)CCCCC3
54	4.3%[6.33 µM]	CC(C)c1nc2c(c(-c3ccc(Cl)cc3)n1)CCN([S+](=O)([O-])c1cccs1)CC2
55	-5.9%	Cc1c(S(=O)(=O)c2ccccc2)c(NC(=O)C(C)C)n(Cc2ccccc2)c1C
56	4.5%	COc1ccccc1-n1nc(CC(N)=O)nc1C1CCCCn2nnnc21 (stereo not given)
57	-2.1%	Cc1cc(=O)oc2cc(OCc3ccc(C(=O)OCC4CCCO4)cc3)ccc12 (stereo not given)
58	25.4%	CCOc1ccc(CN(C)c2nn3c(=O)cc(C)nc3s2)cc1
59	-2.3%	CC(C)C(=O)NCCCOC1CCCCC1
60	-3.2%	CCCn1cc(CNC(=O)c2cc3c(s2)CCC(C)C3)cn1 (stereo not given)
61	9.9%	CCOC(=O)c1cnc(N2CCN(c3ccccn3)CC2)c2ccccc12
62	-8.4%	O=C(CCc1ncc(-c2ccc(F)cc2F)o1)NCC(c1ccccc1)N1CCCC1 (stereo not given)
63	1.8%	N#Cc1ccccc1CNc1cccc(Cl)c1
64	4.6%	Cc1cn([C@H]2C[C@H](O)[C@@H](CNCc3ccc(C#CCCO)cc3)O2)c(=O)[nH]c1=O
65	5.3%	Cc1cc(C(F)(F)F)nn1CCNC(=O)[C@H]1CCC[C@H](O)C1
66	8.6%	O=C(O)C[C@@H]1CCN(C(=O)c2cccs2)C[C@@H]1CCN1CCN(c2ccccn2)CC1
67	?	CCNc1c(NC(=O)Nc2ccc(C)cc2)c(=O)oc2ccccc12
68	24.9%	CCN1c2cc(C(=O)NCc3cccs3)ccc2C(=O)N2CCCCCC21 (stereo not given)
69	60.0%[activator][176 µM]	COC(=O)N1CCC2(CC1)Cc1ccccc1NC2=O
70	5.7%	O=C(Nc1ccc(OCc2ccccc2)cc1)C(c1ccccc1)c1ccccc1
71	-17.4%	COc1ccc(S(=O)(=O)Nc2ccc(C)n(CC(=O)N(C)C)c2=O)cc1
72	-21.4%	Cc1ccc(S(=O)(=O)N2CCN(C(=O)C3CC(=O)Nc4cc(F)ccc43)CC2)c(C)c1 (stereo not given)
73	-1.7%	CCNC(=O)[C@@H]1C[C@H](n2cc(-c3ccc(CN4CCOCC4)cc3)nn2)CN1
74	-26.5%	CC(=O)c1c(C)oc2c(Cl)cc(NS(=O)(=O)c3ccc4ccccc4c3)cc12
75	-22.5%	C/C=C/Cn1c(SCc2ccccc2Cl)nc2c1c(=O)[nH]c(=O)n2C

The closing 4 entries of the section before come first, to join the parts:
nr	12-LOX inh	structure
72	-21.4%	Cc1ccc(S(=O)(=O)N2CCN(C(=O)C3CC(=O)Nc4cc(F)ccc43)CC2)c(C)c1 (stereo not given)
73	-1.7%	CCNC(=O)[C@@H]1C[C@H](n2cc(-c3ccc(CN4CCOCC4)cc3)nn2)CN1
74	-26.5%	CC(=O)c1c(C)oc2c(Cl)cc(NS(=O)(=O)c3ccc4ccccc4c3)cc12
75	-22.5%	C/C=C/Cn1c(SCc2ccccc2Cl)nc2c1c(=O)[nH]c(=O)n2C
76	40.8%[activator][176 µM]	Cn1ccc2c(C(=O)NCc3cccnc3)nc(-c3cccnc3)cc21
77	?	O=C(NCCC12CC3CC(CC(C3)C1)C2)c1ccccc1Cl
78	41.0%[activator]	O=C(O)c1cccc(-c2cccs2)c1
79	?	Cc1ccc(C2Cn3nnc(C(=O)N4CCN(C(=O)c5ccc(N(C)C)cc5)CC4)c3CO2)cc1 (stereo not given)
80	14.0%	O=C(NCc1ccccc1)N1CCC(c2nc(C3CCOCC3)no2)CC1
81	18.5%	COCCN1CCNc2nc(COc3ccc(Oc4ccccc4)cc3)n(Cc3ccccc3)c2C1=O
82	?	CC(Sc1nnnn1Cc1ccccc1)C(=O)c1cccc(Cl)c1 (stereo not given)
83	14.5%	COc1cc(Cl)ccc1C(=O)NC1CCc2nn(CC3CC3)c(=O)n2CC1 (stereo not given)
84	-59.8%	CCCNC(=O)C(C)OC(=O)c1cc(=O)[nH]c2ccccc12 (stereo not given)
85	20.2%	CCOc1cc(C#N)ccc1OCc1ccc(OC)c(F)c1
86	?	COc1cccc2sc(NC(=O)c3ccc4c(c3)OCCN(C3CCC3)C4)nc12
87	-24.4%	COC(=O)[C@]12CCCCC=C1N(Cc1ccccc1)C(=O)[C@H](CC(=O)NCCCN1CCCC1=O)C2
88	1.7%	CCOc1ccc(-c2[nH]nc3c2C(c2ccc(OCC)c(OCC)c2)C(C#N)=C(N)O3)c(OCC)c1 (stereo not given)
89	17.0%	Cc1cccc(NC(=O)C2CCCC2)c1C
90	23.5%	COC(=O)[C@@H]1Cc2c([nH]c3ccccc23)[C@H]2C[C@@H](NCc3cccnc3)C[C@@H](c3ccccc3)N21

By substructure: the compounds so far with a CF3 group
nr	12-LOX inh	structure
6	?	Cc1cc(=O)n(CC(=O)Nc2cccc(C(F)(F)F)c2)c(N2CCC(C)CC2)n1
39	14.3%	Cc1cc(C(=O)Nc2ccc(C(O)[C@H]3COCC(=O)N3Cc3ccc(C(F)(F)F)cc3)cc2)n(C)n1 (stereo not given in full)
65	5.3%	Cc1cc(C(F)(F)F)nn1CCNC(=O)[C@H]1CCC[C@H](O)C1

Further structures
nr	12-LOX inh	structure
91	?	Cc1oc(-c2cccc(Cl)c2)nc1CNC(=O)Nc1ccc(Cl)cc1
92	?	O=C(CSc1nnnn1-c1ccccc1)Nc1ccccc1C(=O)O
93	-10.3%	Cc1ccccc1C1C(C#N)=C(N)Oc2c1oc(CO)cc2=O (stereo not given)
94	59.5%[activator][176 µM]	CN(Cc1ccccc1C(F)(F)F)CC1CCCCC1
95	23.1%	CCc1ccc(CN2CCCC(CO)(Cc3ccc(F)cc3F)C2)cc1 (stereo not given)
96	33.7%[activator]	Cn1nnnc1C1CCCN(C(=O)C2CCCC2)C1 (stereo not given)
97	13.2%	c1cc(N2CCN(CCN3CCOCC3)CC2)ncn1
98	-11.1%	CCCCNC(=O)C1(C)CCN1C(=O)c1cccnc1Oc1ccccc1 (stereo not given)
99	36.6%[activator]	CC(C)CN1C(=O)c2ccccc2C(C(=O)Nc2nncs2)C12CCCCC2 (stereo not given)
100	7.5%	O=C(NCC1CCCO1)c1cccc(S(=O)(=O)Nc2ccccc2Cl)c1 (stereo not given)
101	-14.3%[57.4 µM]	C[N+]1(C)[C@@H]2C[C@@H](OC(=O)C(O)(c3cccs3)c3cccs3)C[C@H]1[C@@H]1O[C@@H]12
102	18.7%[176 µM]	Cc1ccc(C(=O)N2CCCCC23Cc2ccccc2NC3=O)cc1 (stereo not given)
103	?	Cc1c(CC(=O)N2CCC(O)CC2)c2c(n1Cc1ccccc1F)CCCC2=O
104	-4.6%	COc1cc2c(cc1CNC[C@H]1O[C@@H](n3ccc(N)nc3=O)[C@H](O)[C@@H]1O)OCO2
105	14.5%	COc1ccc(NC(=O)[C@@H]2C[C@@H](O)CN2C2CCN(C(=O)c3cccc(OC)c3)CC2)cc1
106	?	O=[S+]([O-])(c1cccs1)N1CC(Oc2ccc3c(c2)OCO3)C1
107	?	Cc1cccc(NC(=O)c2ccc3c(c2)NC(=O)CS3)n1
108	17.5%	CCCNC(=O)NC(=O)COC(=O)c1ccc2nc(C)c(C)nc2c1
109	14.9%	Cc1occc1C(=O)N1CCc2n[nH]c(=O)n2CC1
110	?	O=C(COc1ncnc2ccc(Br)cc12)Nc1cccc(Br)c1
111	-25.8%	Cc1ccc(NC(=O)Cn2cccc2-c2nc(-c3ccc4c(c3)OCO4)no2)cc1
112	?	O=C(NCc1ccncc1)c1ccc(-c2ccc(N3CCCCC3)nc2)cc1
113	-3.0%	CCc1ccccc1-n1nc(-c2c(C)nc3scc(CC(=O)NCCC(C)C)n3c2=O)cc1C
114	-1.7%	CC(C)=CC(=O)N(C)Cc1ccc(C(=O)NCC(F)(F)F)cc1
115	?	O=C1C(=O)N(c2ccccn2)C(c2cccc(Oc3ccccc3)c2)/C1=C(\O)c1ccccc1 (stereo not given)
116	16.1%	COC[C@@H]1CN(c2ncccn2)C[C@H]1C(=O)N(C)Cc1ccco1
117	19.3%	CN(CC(=O)Nc1ccccc1C(F)(F)F)C(=O)COc1ccc2oc3c(c2c1)CCCC3

Assay outcomes deposited in PubChem by National Center for Advancing Translational Sciences (NCATS).
